From PubChem BioAssay
DNMT1 inh = inhibitors of human DNMT1. P26358. DNMT1 molecular beacon, Hinp1I cleavage, fluorescence. inhibition (reported as % activation of signal), % at 10 µM. 0.83% of 360,000 active; in the data active = inhibition above about 50%
Target sequence (P26358 504-1616 limits assumed): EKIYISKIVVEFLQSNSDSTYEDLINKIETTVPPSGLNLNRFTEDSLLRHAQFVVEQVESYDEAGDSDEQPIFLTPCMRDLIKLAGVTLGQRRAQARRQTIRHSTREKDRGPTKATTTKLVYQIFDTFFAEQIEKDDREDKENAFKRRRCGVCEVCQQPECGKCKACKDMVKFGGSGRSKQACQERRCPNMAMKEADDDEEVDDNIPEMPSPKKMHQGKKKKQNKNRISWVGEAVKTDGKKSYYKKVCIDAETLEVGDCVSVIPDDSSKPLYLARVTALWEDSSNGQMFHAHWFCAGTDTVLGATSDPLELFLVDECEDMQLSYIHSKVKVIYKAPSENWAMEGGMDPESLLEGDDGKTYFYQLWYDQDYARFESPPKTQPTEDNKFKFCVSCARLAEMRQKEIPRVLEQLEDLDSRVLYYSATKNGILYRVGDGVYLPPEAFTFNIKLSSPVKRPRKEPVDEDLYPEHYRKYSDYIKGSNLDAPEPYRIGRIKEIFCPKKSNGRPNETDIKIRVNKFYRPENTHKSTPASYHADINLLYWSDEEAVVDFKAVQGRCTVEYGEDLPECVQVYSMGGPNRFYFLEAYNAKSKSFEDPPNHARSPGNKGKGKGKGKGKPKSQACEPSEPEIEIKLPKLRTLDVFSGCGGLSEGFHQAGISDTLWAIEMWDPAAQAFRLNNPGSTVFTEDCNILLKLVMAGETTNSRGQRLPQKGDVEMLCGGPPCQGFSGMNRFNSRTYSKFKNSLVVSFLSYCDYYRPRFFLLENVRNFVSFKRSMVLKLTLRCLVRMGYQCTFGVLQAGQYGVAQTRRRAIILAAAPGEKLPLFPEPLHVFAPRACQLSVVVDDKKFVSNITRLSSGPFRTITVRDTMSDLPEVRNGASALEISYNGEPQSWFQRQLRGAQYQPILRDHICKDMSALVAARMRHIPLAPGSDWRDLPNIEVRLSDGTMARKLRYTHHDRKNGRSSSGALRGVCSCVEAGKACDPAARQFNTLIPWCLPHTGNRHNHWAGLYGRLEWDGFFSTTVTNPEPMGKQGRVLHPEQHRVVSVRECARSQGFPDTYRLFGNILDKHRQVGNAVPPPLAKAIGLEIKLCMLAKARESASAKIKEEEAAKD
CendR NRP1 mod = modulators of CendR peptide binding to human neuropilin-1; AID 602438; inhibition, % at 25 µM; 0.85% of 360,000 active; O14786; FAM-RPARPAR peptide binding to NRP-1, fluorescence polarization;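 active = inhibition or corrected inhibition above about 18%, plus a signal ratio from 0.5 to 1.5, limit read from the data, passing the limit was not always enough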; also: strong numbers were not always called active
Scp-1 inhibitor = Scp-1 (human) phosphatase inhibition | Q9GZU7 | Recombinant Scp1, phosphopeptide, malachite green phosphate absorbance | inhibition, % at 20 µM | 0.88% of 340,000 active | AID 493091;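 active = inhibition above about 50% at 20 µM, limit read from the data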;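 also: plate controls were DMSO wells with enzyme for no effect and wells lacking enzyme for full effect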
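Material – SCP-1 phosphatase catalytic domain, residues 76-261 · Buffer or medium – Acidic Tris acetate buffer with magnesium and detergent · Also added – Phospho 17-mer peptide substrate · Compound – single 20 µM dose, 1% DMSO · Times – 45 min room-temperature reaction, 5 min colour, 30 min stabiliser · Technique – Phosphate-binding colour reagent, absorbance read at 630 nm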
LMPTP inh = LMPTP (human) inhibition; P24666; recombinant LMPTP-A, OMFP fluorogenic substrate, fluorescence intensity; inhibition, % at 20 µM; 0.22% of 360,000 active;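 active = compounds that cut the enzyme signal by at least half of the control window in the single-dose screen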;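 also: plate controls were DMSO wells with enzyme plus substrate for no effect and substrate without enzyme for full effect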
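Buffer or medium: Bis-Tris pH 6.0, DTT, detergent; Assay system: LMPTP-A enzyme; Quantity: 0.625 nM enzyme; Detection: endpoint fluorescence intensity; Times: 50 min dark incubation at room temperature; Controls: substrate-only low control, DMSO enzyme-plus-substrate high control; Doses: single 20 µM dose; Read-out: percent inhibition versus substrate-only and uninhibited controls; Reagent: 400 µM OMFP.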
STEP block = blocks human striatal-enriched tyrosine phosphatase. recombinant STEP, OMFP fluorogenic substrate, fluorescence. P54829. inhibition, % at 20 µM. AID 588621. 0.25% of 360,000 active;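 active = inhibition at 20 µM, scaled per plate between control wells, above about 37%, limit read from the data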;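 also: 0% = DMSO with enzyme and substrate and 100% = substrate only without enzyme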
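Test system: STEP tyrosine phosphatase / Reagent: OMFP at 25 µM / Doses: 20 µM, 1% DMSO / Read-out: percent inhibition scaled to no-enzyme and uninhibited-enzyme controls, plate-pattern corrected / Detection: FITC-channel fluorescence of OMFP product / Medium: Bis-Tris buffer pH 6.0, 2.5 mM DTT, 0.005% Tween 20 / Schedule: 20 min at room temperature, dark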
SUMO1-SIM PPI = SUMO1-SIM interaction modulation; inhibition, % at 20 µM; 0.33% of 360,000 active; P63165; SUMO1 binding to a labelled peptide, TR-FRET, 1 h; in the data active = inhibition above about 37%
MsrA act = activators of bovine methionine sulfoxide reductase A; activation, % at 10.6 µM; purified bovine MsrA, absorbance read-out; 0.3% of 360,000 active; in the data active = activation above about 7.5%;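 also: 0% = vehicle and 100% = reference activator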
TbMetRS inhib = Trypanosoma brucei MetRS inhibition. 0.4% of 360,000 active. inhibition, % at 11.9 µM. AID 624268. purified T. brucei MetRS, ATP depletion, Kinase-Glo luminescence;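 active = inhibition above a per-plate cutoff of the control wells' mean inhibition plus 3 SD, cut at about 5.5% in these data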;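 also: 0% = DMSO wells median and 100% = median of wells with control inhibitor compound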
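Measured by: Kinase-Glo luciferase luminescence reporting remaining unconsumed ATP. Material: purified T. brucei MetRS enzyme. Doses: 11.9 µM compound single dose, 0.9% DMSO. Medium: HEPES buffer containing pyrophosphatase, BSA, spermine, DTT. Times: 15 min preincubation, 2 h reaction, all 25 °C. Reagent: methionine, ATP and bulk E. coli tRNA.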
E coli Lon inh = inhibitors of E. coli Lon protease; P0A9M0; purified E. coli Lon protease, fluorescence polarization; inhibition, % at 7.94 µM; 0.42% of 360,000 active; in the data active = inhibition above about 13%, passing the limit was not always enough;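 also: 0% = enzyme with probe and DMSO and 100% = no enzyme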
MsrA inh = inhibitors of bovine MsrA | purified bovine MsrA, absorbance read-out | inhibition, % at 15.5 µM | 0.75% of 360,000 active | AID 651718; in the data active = inhibition above about 4.5%;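 also: 0% = vehicle wells with enzyme and 100% = reference inhibitor wells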
The depositor's hits bear a star; . = no result given. Rows are unselected; 4.3% or so of the library scored in one or more.

SMILES	DNMT1 inh	CendR NRP1 mod	Scp-1 inhibitor	LMPTP inh	STEP block	SUMO1-SIM PPI	MsrA act	TbMetRS inhib	E coli Lon inh	MsrA inh
CCC(C)N1CC(C(=O)NC2CCCCC2)CC1=O (stereo not drawn)	1	-1	-10	-0.4	0	-1	1	-0.2	4	0.8
CCOC(=O)Cc1cc(=O)n2[nH]c(C(C)(C)C)cc2n1	-2	3	-7	-0.4	-3	-2	2	0.0	-7	-1.3
O=C(CSc1cc(Cl)ccc1Cl)NCCCn1ccnc1	-2	6	-3	-3.7	-1	-8	5	-0.2	0	1.9
CCCCNC(=S)NNC(=O)c1csc(C)c1C	0	-2	-2	-1.5	0	0	-4	-0.8	-1	-0.1
CCOc1ccccc1N1Cc2cc(C)c(C)cc2C1	54*	-12	-4	2.5	0	-1	-2	-0.5	-7	-0.9
CCOC(=O)C1CCN(C(c2cccc(OC)c2)c2sc3nc(C)nn3c2O)CC1 (stereo not drawn)	0	3	2	0.2	-4	-4	-3	-0.3	3	0.8
CSc1ccc(/C=C(/NC(=O)c2ccco2)C(=O)N2CCCCC2)cc1	-1	9	-10	0.2	-2	-3	-3	0.4	0	2.1
Cc1ccc(NC(=O)CN(C)CC(=O)Nc2c(C)cccc2C)c(Br)c1	2	-3	-7	-0.1	-5	-4	-3	-0.3	7	-1.4
CCOC(=O)c1c(C)oc2c1c1c(c3ccccc32)OCN(Cc2ccccn2)C1	-16	-16	-10	0.7	2	-7	1	-0.1	17	0.7
O=C(Nn1cnnc1)c1ccc(Cl)c(Cl)c1	0	3	-6	-3.1	-1	9	-4	0.1	-6	-1.2
NS(=O)(=O)c1ccc(CCNC(=O)COC(=O)C2CCCN2C(=O)c2cccs2)cc1 (stereo not drawn)	1	4	1	-1.7	-1	1	-2	-0.5	1	0.0
Cc1sc2ncnc(OCC(=O)Nc3ccc4c(c3)OCCO4)c2c1C	-2	5	-4	0.3	1	0	0	0.1	2	-0.4
Cc1cc(NC(=O)CSc2c3c(nc4ccccc24)CCC3)no1	3	3	6	1.0	-1	-4	-9	-1.5	1	-0.6
NC(=O)c1nc(-c2cccs2)nc2c1[nH]c(=O)n2-c1ccc(F)cc1	41	-24	-7	6.7	0	0	-4	-0.4	0	0.0
CC(C)(C)OC(=O)CC[C@@H](C(=O)NCCCCCCCCCCC(=O)N1CCN(C(=O)OC(C)(C)C)CC1)n1cc(CCCCCNC(=O)OC(C)(C)C)nn1	-13	9	4	12	7	14	-9	-0.5	-9	1.8
O=C(COc1ccc(F)cc1Cl)Nc1cc(S(=O)(=O)N2CCOCC2)ccc1N1CCCCC1	-6	6	-7	3.7	6	4	-4	0.0	-1	-0.8
NC(c1ccccc1)c1csc(Nc2ccc(C(=O)c3ccccc3)cc2)n1 (stereo not drawn)	-21	5	.	2.5	0	-24	-1	0.2	2	0.4
CC(=NO)C1CCC2C3CCC4=CC(=NO)CCC4(C)C3C(=O)CC12C (stereo not drawn)	-3	19	-1	-3.5	-1	4	-1	-0.1	-6	-0.6
Cc1cccc(C)c1NC(=S)Nc1ccc(Cl)c(Cl)c1	-2	-9	-3	1.1	2	4	-3	0.7	-8	-0.3
Cc1cccn2c(=O)c3cc(C(=O)NCc4ccco4)c(=N)n(CCc4ccccc4)c3nc12	25	-38	6	48	-1	-11	-4	0.0	-14	1.0
Cc1cccc([C@@H]2[C@@H]3C(=O)N(Cc4ccccc4)C(=O)[C@@H]3[C@]3(CC(C)C)C(=O)N(c4cccc(Br)c4)C(=O)N23)c1	-2	-14	-11	1.3	2	-2	-1	-0.3	-23	.
Cc1cc(C)c(NC(=O)CN2C(=O)NC(Cc3ccccc3)C2=O)c(C)c1 (stereo not drawn)	-1	-6	-2	-1.2	-2	2	-7	-0.8	0	1.3
CCOc1ccc(NC(=O)c2ccc(Br)o2)c([N+](=O)[O-])c1	12	-62	-7	-1.8	-1	-10	-10	-1.0	-6	-0.8
c1ccc2c(c1)OCC(c1nnc3sc(-c4ccc5c(c4)OCO5)nn13)O2 (stereo not drawn)	-2	5	0	4.2	5	-3	-1	0.0	3	-0.5
Cc1ncc([N+](=O)[O-])n1CC(=O)N/N=C/c1ccc(F)cc1	-1	2	-1	0.8	1	-6	-4	0.0	3	-1.0
c1ccc(Nc2nnc(SCc3cccc4ccccc34)s2)cc1	-8	0	-17	3.1	2	-1	-4	-0.1	1	1.1
COc1ccc(-c2cc(C(F)F)n3ncc(C(=O)N4CCN5CCCC5C4)c3n2)cc1 (stereo not drawn)	-10	-16	-2	3.0	3	-15	-4	-0.3	-9	3.4
CCN(CC)C(=O)c1nc(-c2cccc3ccccc23)no1	-5	-6	.	-0.7	2	-14	-2	-0.1	-1	0.8
Clc1ccc(-c2nc(-c3cnccn3)no2)cc1	3	-4	-3	-0.7	-1	-2	-7	-0.2	-14	0.5
Cc1ccc(S(=O)(=O)N2CCSC2)cc1C	-1	9	2	-1.2	0	3	-12	-1.5	-8	-0.7
COc1ccccc1-n1c(CNC(=O)c2cccc([N+](=O)[O-])c2C)n[nH]c1=S	0	9	3	0.3	0	-4	2	0.1	-5	0.3
O=P(O)(OCc1ccccc1)OCc1ccccc1	6	21	-12	-1.7	-2	4	-1	-0.1	5	0.0
CC1CCCN(C(=O)CCc2ccccc2)C1 (stereo not drawn)	-1	7	-8	-2.5	-3	1	-4	-1.0	2	0.3
CNc1cncc(-c2ccc(OC)c(OC)c2)n1	-1	14	.	-3.5	0	-25	-2	-0.1	-7	0.9
Cc1cccc(-n2c(C)cc(/C=N\NC(=O)c3cccs3)c2C)c1	-16	-3	-10	0.2	3	3	-2	0.1	5	2.2
Brc1ccc2oc(-c3ccn[nH]3)cc2c1	3	-10	-7	1.4	-2	2	-2	0.4	-6	-2.5
CC(C)(C)C(=O)NC(=S)Nc1ccccc1F	6	2	1	-0.5	3	20	-4	-0.1	-3	-0.5
CCOc1ccccc1NC(=O)COC(=O)/C=C/c1ccc(OC)c(OC)c1	-6	4	-10	1.6	0	-8	-4	-0.2	-2	0.6
CC(=O)CSc1nc(-c2ccccc2)c(-c2ccccc2)o1	18	18	-11	0.7	0	-5	0	0.1	-8	-1.1
Cc1c(C)c2ccc(OCC(=O)NC3CCN(Cc4ccccc4)CC3)c(C)c2oc1=O	2	0	-6	2.3	0	-3	-2	0.2	-8	-0.4

Shown with bars between the fields: part of the list above
SMILES | DNMT1 inh | CendR NRP1 mod | Scp-1 inhibitor | LMPTP inh | STEP block | SUMO1-SIM PPI | MsrA act | TbMetRS inhib | E coli Lon inh | MsrA inh
CCCCNC(=S)NNC(=O)c1csc(C)c1C | 0 | -2 | -2 | -1.5 | 0 | 0 | -4 | -0.8 | -1 | -0.1
CCOc1ccccc1N1Cc2cc(C)c(C)cc2C1 | 54* | -12 | -4 | 2.5 | 0 | -1 | -2 | -0.5 | -7 | -0.9

Later entries.
SMILES	DNMT1 inh	CendR NRP1 mod	Scp-1 inhibitor	LMPTP inh	STEP block	SUMO1-SIM PPI	MsrA act	TbMetRS inhib	E coli Lon inh	MsrA inh
CCCCc1cc(=O)oc2cc(OCC(=O)N3CCC(C(N)=O)CC3)ccc12	1	-5	-1	-0.2	0	4	-1	0.0	-9	1.2
O=C(N[C@H]1CC[C@H](CC(=O)N2CCCCC2)O[C@@H]1CO)c1cccc(F)c1	.	-5	.	-1.5	.	3	.	-0.3	.	-0.5
O=C(CCN1C(=O)C2CCCCC2C1=O)Nc1ccc(OC(F)F)cc1 (stereo not drawn)	-2	1	-6	-0.4	-1	-1	-1	-0.2	8	-0.1
COc1ccc(CCN(C)C2CCCN(S(=O)(=O)c3ccccc3)C2)cc1OC (stereo not drawn)	3	12	-4	-0.4	1	1	-2	-0.8	-11	-0.4
Cc1nc(CNS(=O)(=O)c2ccc3c(c2)OCCO3)cs1	6	-3	1	-1.5	-1	-2	-7	-2.0	2	-0.1
C/C(=N\N1CCN(C)CC1)c1ccc(Cl)c(Cl)c1	0	1	-3	-2.9	-2	2	-5	-0.3	-7	1.1
CC[C@]12c3[nH]c4ccc(OC)cc4c3CCN1C(=O)C(CC(=O)NCc1cccc(C(F)(F)F)c1)C[C@@H]2C(=O)N1CCN(C(=O)c2ccco2)CC1 (stereo partly drawn)	-12	9	1	-2.4	-2	2	-1	0.1	-10	1.1
Cc1cccc(C)c1NC(=O)C1(C)CN(S(C)(=O)=O)CC(=O)N1Cc1ccco1 (stereo not drawn)	.	2	.	-1.0	.	-10	.	-0.5	.	-0.3
CCCNC(=O)COC(=O)/C=C/c1ccco1	14	5	12	-0.4	0	-12	-7	-1.0	14	0.4
O=C(CSc1ncnc2nc[nH]c12)Nc1nnc(SCc2ccc(Cl)c(Cl)c2)s1	-2	-20	-1	2.3	0	20	-1	0.2	-16	-1.8
CCC(C)n1c(SCC(=O)Nc2ccccc2C(F)(F)F)nc2ccsc2c1=O (stereo not drawn)	-1	-2	-2	1.4	2	1	-1	-0.5	-6	-1.3
Cn1c(=O)oc2cc(S(=O)(=O)NCCN3CCN(c4ccccc4F)CC3)ccc21	5	-8	2	-1.3	-2	32	-2	-0.1	-17	-0.3
COc1ccc(C(=O)Nc2nc3ccc(S(C)(=O)=O)cc3s2)cc1OC	6	-6	-7	1.8	2	2	-2	0.0	-2	2.9
CCN1CCN(CCCNC(=O)c2ccc3c(Cl)c4c(nc3c2)CCCC4)CC1	1	18	9	-4.5	4	-19	-1	-0.2	-5	0.6
COc1ccc(C(=O)Nc2cc(C)c3c(=O)oc4ccccc4c3n2)cc1	0	8	-3	-0.2	1	-23	1	-0.4	-5	0.7
COc1cc(C2CC(=O)N3CN(Cc4ccccc4)CSC3=C2C#N)ccc1OCc1ccccc1 (stereo not drawn)	-28	-17	-12	32	26	-2	-2	-0.2	-11	0.9
Cc1nn(CCC(=O)N2CCN(S(=O)(=O)c3ccc(Cl)cc3)CC2)c(C)c1C	4	8	-9	-1.4	-2	3	-1	0.0	6	-0.3
CNC(=O)CCCN1C(=O)c2ccccc2Sc2ncccc21	1	6	-10	-0.1	2	-4	-1	-0.2	-3	-0.1
CCCC1NC(=O)c2cccnc2-n2c1nc1ccccc1c2=O (stereo not drawn)	2	-5	.	-3.3	-1	2	-2	-1.1	-3	0.6
Cc1ccc(S(=O)(=O)Oc2ccc(N3C(=O)C4C5CCC(C5)C4C3=O)cc2)cc1 (stereo not drawn)	2	24*	-4	1.0	4	1	-3	0.3	-4	1.4
COc1ccc(Cl)cc1NC(=O)Cn1c(=O)n2nc(C)nc2c2ccccc21	1	-1	-8	-0.7	0	3	-2	-0.3	-1	-0.3
